# Screening results: PubChem BioAssay, National Center for Advancing Translational Sciences (NCATS)
# Chronic BCR inh – inhibitors of chronic active B-cell receptor signaling. ABC-DLBCL IkBa-CBG/CBR reporter, luminescence ratio, 4 h. Potency, µM (titrated, usually from 46.1 µM), without a hit: at the top dose ratio change, negative = lower green/red ratio, most hits filed as inhibitors. 340,000 compounds, 0.05% hits. AID 493014; active = well fitted inhibition curve with a large enough effect in the signal ratio, with a control signal flat, not every such curve was filed as active; inconclusive = small, poorly fitted or top-dose-only effect, or effect the other way, or a change in a side signal; the % refers to the signal ratio;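 also: potency is read from the fitted curve at half-maximal effect; plate controls were basal doxycycline-induced cells for no effect and cells given 10 µM MG132 for full effect; MG132 reads +100%, hits lower the ratio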
#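 TMD8 human ABC-DLBCL cells with doxycycline-inducible IκBα–green luciferase fusion and unfused red luciferase, in 0.5% FBS medium; compounds up to 46 uM, 4 h at 37C. Green/red luminescence ratio, filter-overlap corrected, fitted to concentration-response curves.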
# S-ASM inh – human S-ASM enzyme inhibition; P17405; placental ASM, HMU-PC fluorogenic substrate, 60 min; Potency, µM (titrated, usually from 57.5 µM), for inactives: at the highest dose activity change, negative = inhibition, most hits filed as inhibitors; 340,000 compounds, 0.006% hits; also: potency is read from the fitted curve at half-maximal effect
# Target sequence (P17405 47-631 limits assumed): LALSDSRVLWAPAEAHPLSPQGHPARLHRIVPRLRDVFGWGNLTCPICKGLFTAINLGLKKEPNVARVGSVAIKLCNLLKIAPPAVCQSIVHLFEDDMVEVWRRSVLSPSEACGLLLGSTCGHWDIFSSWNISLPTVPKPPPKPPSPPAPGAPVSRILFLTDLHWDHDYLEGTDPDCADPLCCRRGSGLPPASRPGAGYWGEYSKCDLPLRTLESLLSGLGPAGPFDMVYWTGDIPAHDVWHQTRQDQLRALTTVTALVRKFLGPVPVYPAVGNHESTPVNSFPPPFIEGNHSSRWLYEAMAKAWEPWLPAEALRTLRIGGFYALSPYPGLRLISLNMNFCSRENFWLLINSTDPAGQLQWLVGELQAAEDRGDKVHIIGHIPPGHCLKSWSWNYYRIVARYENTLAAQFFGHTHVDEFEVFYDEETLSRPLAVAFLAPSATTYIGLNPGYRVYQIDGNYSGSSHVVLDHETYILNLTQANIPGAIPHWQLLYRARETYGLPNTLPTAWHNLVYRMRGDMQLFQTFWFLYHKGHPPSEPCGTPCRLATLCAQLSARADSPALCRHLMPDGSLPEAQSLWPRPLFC
#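 qHTS format. ASM enzyme prepared from human placenta hydrolyses the fluorogenic substrate HMU-PC0 (9 uM final) over 60 min at 37 °C after a 10 min compound preincubation.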
# Mito fusion act – inhibitors of mitochondrial division or activators of mitochondrial fusion; S. cerevisiae fusion-defective mutant growth rescue, CellTiterGlo 48 h; Potency, µM (highest dose often 46.1 µM), for the others: top-dose growth rescue (activation), usual class: activators; 320,000 compounds, 0.23% hits; AID 485298;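 also: potency is read from the fitted curve at half-maximal effect; % of control where 0% means no effect; nearly all actives have a fitted effect of over 45% in size; temperature-sensitive fusion mutants such as fzo1-1 at 37 °C on non-fermentable ethanol glycerol medium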
#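 Temperature-sensitive fusion-defective S. cerevisiae (e.g. fzo1-1, mgm1-5) were grown with compound in YPEG medium (3% ethanol, 3% glycerol) for 48 hours at 37C. Growth rescue was measured as viability by CellTiterGlo luminescence after 10 minutes at ambient.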
# hERG WT inh – KCNH2 (human, wildtype) channel inhibition; 340,000 compounds, 0.37% hits; Q12809; activity change, % at 1.84 µM; U2OS, BacMam KCNH2, thallium flux FluxOr; active compounds read low;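 active = maximum activity change below -70%; inconclusive = maximum activity change between -70% and -50%; inactive = maximum activity change above -50%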; also: % is scaled to controls: 0 for no effect and ±100 for the full control effect
#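 U2OS cells were transduced with wild-type KCNH2 virus (2.03 x 10^8 / mL) for 4 h at room temperature, then cultured overnight at 37 C. Thallium flux was read with FluxOr dye. Rate constants were normalized to DMSO controls.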
# Eya2 phos inh – inhibitors of human Eya2 phosphatase activity | Potency, µM (highest dose often 76.9 µM), inactives show top-dose activity, negative = inhibition, hits mostly inhibitors | O00167 | recombinant Eya2, OMFP fluorescence dephosphorylation (OMFP is methylfluorescein phosphate) | AID 488837 | 330,000 compounds, 0.006% hits; also: potency is read from the fitted curve at half-maximal effect; % is scaled to controls: 0 for no effect and ±100 for the full control effect
#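 Eya2 protein (added as 0.2 uM solution) was preincubated with compound for 10 min at ambient temperature in 50 mM HEPES pH 7.5, 50 mM NaCl, 5 uM MgCl2, 0.05% BSA, 1 mM DTT. OMFP (added at 50 uM) then reacted 10 min; fluorescence read at 485/525 nm.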
# GALK inhibitor – blocks human galactokinase activity; 270,000 compounds, 0.007% hits; Purified GALK, Kinase-Glo residual ATP luminescence; Potency, µM (top dose mostly 57.5 µM), for the others: top-dose activity change, negative = inhibition, actives largely listed as inhibitors; AID 1868; P51570; also: potency is read from the fitted curve at half-maximal effect; % is scaled to controls: 0 for no effect and ±100 for the full control effect
# Target sequence (P51570 whole entry, looked up): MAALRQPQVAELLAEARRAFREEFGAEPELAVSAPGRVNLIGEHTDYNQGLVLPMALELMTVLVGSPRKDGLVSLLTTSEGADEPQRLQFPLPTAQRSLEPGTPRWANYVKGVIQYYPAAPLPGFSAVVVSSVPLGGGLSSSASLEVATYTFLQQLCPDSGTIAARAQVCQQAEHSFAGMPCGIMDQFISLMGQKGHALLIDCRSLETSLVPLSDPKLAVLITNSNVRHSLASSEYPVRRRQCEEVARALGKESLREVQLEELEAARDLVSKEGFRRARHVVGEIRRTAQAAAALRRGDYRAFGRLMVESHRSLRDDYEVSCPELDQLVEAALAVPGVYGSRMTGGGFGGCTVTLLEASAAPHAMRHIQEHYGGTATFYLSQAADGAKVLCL
#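 5 nM enzyme, 35 uM ATP, 100 uM galactose, 20 mM HEPES pH8.0, 5 mM MgCl2; 1 h RT; residual ATP by Kinase-Glo Plus luminescence, qHTS format.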
# TSHR antag – antagonists of human thyroid stimulating hormone receptor | P16473 | TSHR-expressing cells, TSH-stimulated cAMP HTRF, 2 h; active compounds read low | activity change, negative = inhibition, % at 11.5 µM | 330,000 compounds, 0.2% hits | AID 504810;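 active = activity change below a set negative limit, meaning inhibition stronger than a set level, cut at about -70% in these data; inconclusive = activity change between two set negative limits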; also: % is scaled to controls: 0 for no effect and ±100 for the full control effect
#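 TSHR-expressing cells, 200/well, pre-treated with compound, then stimulated with EC80 TSH (4nM final) for 2 hours at 37 deg C. cAMP measured by competitive HTRF: anti-cAMP cryptate antibody in lysis buffer plus cAMP-d2, read after 30 minutes at room temperature.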
# PKM2 activator – increases activity of human pyruvate kinase M2. P14618. 260,000 compounds, 0.34% hits. AID 1631. Potency, µM (doses to about 57.5 µM), inactives show at the highest dose activation, hits mostly activators. purified PKM2, Kinase-Glo ATP luminescence, activation; response scale: 0% is enzyme alone, no compound; also: potency is read from the fitted curve at half-maximal effect; % is scaled to controls: 0 for no effect and ±100 for the full control effect; nearly all actives have a fitted effect of over 55% in size
#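 hPK-M2, >95% pure; 0.1 mM ADP / 0.5 mM PEP final; imidazole pH7.2 buffer w/ 7 mM MgCl2, 50 mM KCl; 1 h RT; Kinase-Glo lum. Intermediate enzyme activity for dual inhibitor/activator qHTS.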
# Menin MLL FP TR – menin-MLL binding inhibition, Texas Red mutant peptide | Menin + Texas Red MLL mutant peptide, fluorescence polarization | O00255 | AID 1768 | Potency, µM (top dose mostly 61.6 µM), inactives show at the top dose FP activity change, negative = inhibition, most hits filed as inhibitors | 270,000 compounds, 0.23% hits; active = well fitted inhibition curve with a large enough effect in the polarisation, with a control signal flat, not every such curve was filed as active; inconclusive = small, poorly fitted or top-dose-only effect, or effect the other way, or a change in a side signal; inactive = no such curve, though single readings can be large or run the other way; the % refers to the polarisation; also: potency is read from the fitted curve at half-maximal effect; % of control where 0% means no effect; many of its hits are not listed in these tables
# MBNL1-CUG inh – blocks human MBNL1 binding to CUG repeat RNA; TR-FRET MBNL1-His/biotin-(CUG)12 binding, 665/545 ratio; Potency, µM (titrated, usually from 57.5 µM), inactives show at the highest dose activity change, negative = inhibition, most hits filed as inhibitors; 280,000 compounds, 0.036% hits; active = well fitted inhibition curve with a large enough effect in the signal ratio, with a control signal flat, not every such curve was filed as active; inconclusive = small, poorly fitted or top-dose-only effect, or effect the other way, or a change in a side signal; inactive = no such curve, though single readings can be large or run the other way; the % refers to the signal ratio; also: potency is read from the fitted curve at half-maximal effect; % is scaled to controls: 0 for no effect and ±100 for the full control effect
#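 TR-FRET readout: Ex 340 nm, 665/545 nm emission ratio, normalized to buffer-only (basal) and MBNL1-(CUG)12 controls. Complex of MBNL1-His with Biotin-(CUG)12, compounds 92 nM–58 uM, incubated 60 min at room temperature.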
# USP2a block – inhibitors of human ubiquitin-specific protease USP2a; AID 463254; Potency, µM (series often up to 38.3 µM), for inactives: top-dose activity change, negative = inhibition, usual class: inhibitors; O75604; 330,000 compounds, 0.01% hits; USP2 core, Ub-CHOP2 coupled fluorogenic reporter, 485/531;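 also: potency is read from the fitted curve at half-maximal effect; plate controls were DMSO wells for no effect and full inhibition by NEM control for full effect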
#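 Cell-free coupled assay: 10nM USP2 core preincubated 30min RT with compound in Tris-HCl pH 8.0/CaCl2/CHAPS buffer, then 25nM Ub-CHOP2 and 25nM reporter substrate; fluorescence (Ex 485/Em 531) read after 60min RT, normalized to NEM inhibition, concentration-response curves fitted.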
# Active calls of the source: *; u = inconclusive; x = not tested or not shown; [ ] = another dose, or the depositor's remark. Unless noted, calls follow the shape of the dose curve; as a rule, active = well fitted curve in the direction sought with a large enough effect; inconclusive = small, poorly fitted or top-dose-only effect, or another doubt; inactive = no such curve, though single readings can be large; an effect the other way counts as inactive or inconclusive. Not all compounds are listed; rates above refer to the full screens.
SMILES,Chronic BCR inh,S-ASM inh,Mito fusion act,hERG WT inh,Eya2 phos inh,GALK inhibitor,TSHR antag,PKM2 activator,Menin MLL FP TR,MBNL1-CUG inh,USP2a block
CN(CC(=O)Nc1ccccc1Cl)C(=O)c1ccc(N2C(=O)CCC2=O)cc1,3%,0%,-3%,-10,-1%,x,1,x,x,x,-1%
COc1ccc(-c2onc3ccc(C(=O)/C=C/N(C)C)cc23)cc1,-2%,25%,-6%,-12,5%,1%,-9,x,29%,u,3%
O=C(CN1C(=O)c2cccc3cccc1c23)N1CCN(c2ccc(F)cc2)CC1,1%,41%,-3%,1,24%,3%,9,0%,-16%,4%,-3%
CCN(CC)C(=O)c1cn(CCC#N)nc1-c1ccc2c(c1)OCCO2,13%,5%,2%,6,4%,1%,2,0%,-11%,-3%,3%
COc1ccc(Cc2nc(-c3ccc(-n4cccc4)cc3)no2)cc1OC,9%,18%,13%,-10,-17%,-1%,u,u,u,-7%,-2%
COc1cccc(C(=O)Cn2c(NCCO)nc3ccccc32)c1,-1%,0%,-6%,-1,5%,0%,5,-23%,-26%,0%,0%
CC(C)=CC1C(C(=O)Nc2ccc(S(=O)(=O)N3CCOCC3)cc2)C1(C)C (stereo not drawn),-22%,-2%,20%,-7,15%,x,5,x,x,x,1%
COc1cc(SC)ccc1C(=O)NCCCn1ccnc1,-1%,0%,-1%,0,10%,-2%,-10,-1%[11.5 µM],1%,-6%,-2%
COc1ccc(COc2ccsc2C(=O)Nc2ccc(Cl)c(Cl)c2)cc1,u,-2%,0%,-1,-8%,-1%,-2,-9%,19%,-6%,2%
COC(=O)c1cc2oc(C)cc2n1CC(=O)Nc1cc(C)cc(C)c1,u,-2%,-6%,1,3%,0%,3,-7%,-8%,16%,1%
O=C(c1c[nH]c2ccccc12)N1CCOCC1,u,-2%,-15%,-9,4%,5%,4,-13%,14%,-2%,0%
CCc1ccc[n+](-c2nc3ccccc3nc2C(=C=[N-])C#N)c1,18%,19%,-5%,0,5%,-1%,-7,15%,x,u,25%
Cc1ccc2nc(C)c(C(=O)N/N=C/c3cccc([N+](=O)[O-])c3)cc2c1,u,-1%,-9%,-8,3%,1%,-3,-2%,-3%,x,2%
Cc1ccc(C)c(OCC(=O)Nc2ccc(S(=O)(=O)Nc3onc(C)c3C)cc2)c1,9%,7%,2%,8,4%,-3%,-4,0%,12%,-4%,-3%
C=C(C)C1CCC(C)=C1CC(C)(C)/C=N\n1cnnc1 (stereo not drawn),10%,-2%,-3%,23,5%,-2%,-10,6%,-14%,-5%,2%
O=C(CN1CCOCCOCCOCCOCC1)Nc1ccccc1,u,-3%,-7%,14,3%,-2%,5,10%,-14%,-2%,-1%
CN(CCCNC(=O)C1CCN(S(=O)(=O)N2CCC3(CC2)OCCO3)CC1)Cc1ccccc1,-30%,1%,0%,3,-4%,2%,6,-2%,-4%,-19%,-1%
Cc1cnc(=O)[nH]c1SCc1ccccc1F,-1%,-6%,28%,x,-21%,6%,53,-1%[0.46 µM],9%,-9%,-1%
CC(C)C(=O)Nc1nnc(SCC(=O)NC2CCCC2)s1,-2%,5%,6%,-4,0%,0%,-6,1%,27%,5%,-1%
Cc1ccc2c(cnn2C(=O)CCCC(=O)NCc2ccc(F)cc2)c1,u,-4%,3%,-1,1%,x,-6,-5%,0%,5%,1%
CCOC(=O)c1c(C)[nH]c(C(=O)C(C)Sc2ccc(Cl)cc2)c1C (stereo not drawn),25%,u,-3%,1,-9%,-3%,-35,-7%,-25%,-2%,-7%
COc1ccc(C(NC(=O)CN2C(=O)NC3(CCc4ccccc43)C2=O)c2ccc(OC)cc2)cc1 (stereo not drawn),-1%,-11%,-2%,-2,6%,x,-30,x,x,x,1%
COc1ccc(NC(=O)Nc2ncccc2C)cc1,3%,-2%,-3%,0,-13%,0%,7,-3%,5%,-5%,0%
COc1cc(/C=C2\C(=O)N(c3ccccc3)N=C2C)ccc1Oc1ccc([N+](=O)[O-])cc1[N+](=O)[O-],7%,1%,-1%,3,7%,1%,10,1%,u,x,1%

# Continued; the last two above are carried over.
SMILES,Chronic BCR inh,S-ASM inh,Mito fusion act,hERG WT inh,Eya2 phos inh,GALK inhibitor,TSHR antag,PKM2 activator,Menin MLL FP TR,MBNL1-CUG inh,USP2a block
COc1ccc(NC(=O)Nc2ncccc2C)cc1,3%,-2%,-3%,0,-13%,0%,7,-3%,5%,-5%,0%
COc1cc(/C=C2\C(=O)N(c3ccccc3)N=C2C)ccc1Oc1ccc([N+](=O)[O-])cc1[N+](=O)[O-],7%,1%,-1%,3,7%,1%,10,1%,u,x,1%
O=C1CCC(=O)N1c1ccc(S(=O)(=O)Nc2cccc([N+](=O)[O-])c2)cc1,-2%,-1%,0%,-7,12%,5%,12,3%,15%,u,-1%
COc1cccc(NC(=O)C(OC(=O)c2ccc([N+](=O)[O-])o2)c2ccccc2)c1 (stereo not drawn),2%,-9%,6%,-3,-1%,0%,4,-5%,u,x,2%
Cc1nnc(NC(=O)CSc2nc3ccccc3o2)s1,7%,5%,-4%,-2,-7%,2%,5,-4%,-2%,3%,0%
CCc1ccc(NC(=O)C(C)Sc2nc(-c3ccco3)c(C#N)c(=O)[nH]2)cc1 (stereo not drawn),8%,3%,8%,-2,7%,7%,-10,1%,34%[activator],9%,-1%
CSc1nnc(NC(=O)c2cccc(S(=O)(=O)N3CCOCC3)c2)s1,5%,-3%,2%,8,2%,-2%,-18,7%,x,-2%,-2%
Cc1ccc(Oc2ccc(Cl)cc2NC(=O)c2ccc(F)cc2F)cc1,0%,-6%,-3%,-13,-3%,1%,4,6%,-13%,x,6%
Cc1cc(=O)[nH]c(N2CCCC2)n1,2%,2%,-1%,6,-26%,0%,-1,-1%,-8%,-3%,3%
O=C(Cc1cccs1)NCc1ccco1,u,7%,-1%,0,-8%,-5%,4,3%,17%,-14%,1%
O=C(Nc1ccc(F)cc1)c1oc2ccccc2c1NC(=O)C1CC1,u,-12%,-14%,-3,-16%,5%,-15,x,x,10%,4%
COc1ccc(CN(C)C(=O)COC(=O)c2c(-c3ccccc3Cl)noc2C)cc1,-7%,5%,-3%,-11,u,2%,1,-1%,-7%,x,-9%
Cc1cc(C)c(C)c(S(=O)(=O)N2CCN(c3ccc(O)cc3)CC2)c1C,-6%,-2%,u,0,-3%,0%,-3,13%,u,-6%,-7%
CN(CC(=O)O)S(=O)(=O)c1ccc2oc3ccccc3c2c1,0%,-1%,1%,-8,-5%,-3%,3,2%,-1%,-5%,2%
COc1cc(/C=N/NC(=O)c2cccc3ccccc23)cc(OC)c1O,-10%,0%,-4%,5,-8%,2%,8,-1%,32%[activator],u,0%
CC1=C(C(=O)OCC(Cl)(Cl)Cl)N2C(=O)C(NC(=O)Cc3ccccc3)C2SC1 (stereo not drawn),u,-2%,17%,5,-9%,-1%,-77*,0%,-8%,7%,-12%
COc1ccc(S(=O)(=O)N(C)c2ccc(C(=O)NC3CC3)cc2)cc1,8%,2%,0%,13,-8%,4%,-2,2%,x,-4%,2%
